M1AAP inhibition: P. falciparum M1AAP inhibitors, biochemical, fluorogenic H-Leu-NHMec substrate, 1536-well (AID 1445); recombinant M1AAP, H-Leu-NHMec fluorogenic kinetic assay; higher % means a stronger effect; inhibition, % at 30 µM, or IC50 in µM where a hit was titrated; 220,000 tested, 0.42% active;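 active = primary inhibition above the hit cutoff, then over 50% inhibition at one or more dose response concentrations, cut at about 23% in these data, passing the limit was not always enough; inconclusive = conflicting primary data, or primary hits not chosen for dose response; inactive = low primary inhibition, or under 50% at every dose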;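 also: plate controls were DMSO full reaction for no effect and no enzyme background for full effect; strong numbers were not always called active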
NOD2 inhibition: NOD2 signaling inhibitors, cell-based, luminescence, uHTS, HEK293 (AID 1566); inhibition, % at 4 µM, or EC50 in µM where a hit was titrated; 290,000 tested, 0.63% active; HEK293 NOD2/NF-kB luciferase reporter, luminescence; higher % means a stronger effect; also: many of its hits are not listed in these tables
KOR beta-arrestin-1: KOR agonists, beta-arrestin recruitment, primary screen, cell-based, luminescence, uHTS (AID 1777); KOR beta-arrestin recruitment, luminescence; higher % means a stronger effect; activation, % at 10 µM; hits with a dose series show EC50 in µM; 280,000 tested, 0.02% active; in the data active = activation above about 50%, passing the limit was not always enough; also: a part of the inactive calls stands beside numbers as strong as those of hits
Dynein cargo inh: blocks dynein driven cargo transport along microtubules; 3617.4 mouse cells, GR-EGFP nuclear translocation imaging; test concentration mostly 20 µM; stimulated with dexamethasone, 1 µM; stronger effect = lower value; z-score, hits read low; 220,000 tested, 0.47% active; AID 1381;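 active = plate z-score of nuclear minus cytoplasmic receptor signal below a set negative limit, without overly bright fluorescence or cell loss, cut at about -3.5 in these data, passing the limit was not always enough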;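 also: z-score of nuclear minus cytoplasmic ring GR-EGFP intensity difference per well; some compounds called inactive have numbers as strong as hits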
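Also added: dexamethasone, 1.0 µM final. Medium: tet-free, stripped-serum medium. Detection: fixed, Hoechst-stained cells imaged at 10x for EGFP. Read-out: nuclear-to-cytoplasmic GR-EGFP distribution per well. Times: induction 48 h, compound 1 h, agonist 30 min.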
P. falciparum M17LAP: P. falciparum M17LAP inhibitors, primary screen, biochemical, fluorogenic H-Leu-NHMec substrate, 1536-well (AID 1619); recombinant M17LAP, H-Leu-NHMec fluorogenic kinetic assay; higher % means a stronger effect; inhibition, % at 30 µM; hits with a dose series show IC50 in µM; 220,000 tested, 0.38% active;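 active = compound inhibiting the enzyme by more than half at any dose during confirmatory dose-response retesting; inconclusive = strong single-dose inhibitors picked by rank but not retested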;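 also: plate controls were full reaction with DMSO carrier for no effect and no enzyme background for full effect; strong numbers were not always called active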
AID2073: disruptors of CaV2.2 binding to Mint1 – biochemical, HTRF (AID 2073); HTRF protein-protein interaction, Mint1-CaV2.2; higher % means a stronger effect; inhibition, % at 20 µM; hits with a dose series show IC50 in µM; 290,000 tested, 0.19% active; in the data active = inhibition mostly above about 51%, no sharp cut-off; inconclusive = no clear call, values can overlap the other calls; inactive = mostly below about 53%; also: some results filed as inactive read as strong as hits
NOD1 inhibition: NOD1 signaling inhibitors, primary screen, cell-based, luminescence, uHTS (AID 1578); NOD1-driven NF-kB luciferase reporter cells, luminescence; higher % means a stronger effect; inhibition, % at 4 µM, or EC50 in µM where a hit was titrated; 290,000 tested, 1% active; in the data active = inhibition mostly above about 36%, no sharp cut-off; inactive = mostly below about 34%;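 also: HEK-293T reporter cells stimulated with the NOD1 agonist gamma-tri-DAP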
KOR beta-arrestin-2: kappa opioid receptor blockers – cell-based, luminescence, uHTS (AID 1778); KOR beta-arrestin recruitment, luminescence, antagonist mode; higher % means a stronger effect; one-dose inhibition, % at 10 µM; IC50 in µM for titrated hits; 290,000 tested, 0.091% active; also: strong numbers were not always called active
GPR55 activation: selective activators of receptor GPR55 – imaging, U2OS cells, beta-arrestin-GFP redistribution, primary screen (AID 1961) | U2OS GPR55 beta-arrestin-GFP redistribution imaging; higher % means a stronger effect | 290,000 tested, 0.048% active | activation, % at 10 µM; hits with a dose series show EC50 in µM;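 active = activation above 40% with more than 50 cells counted in the well; inconclusive = wells holding fewer than 50 cells, flagged as toxic or sparse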;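 also: U2OS osteosarcoma cells stably expressing GPR55 and beta-arrestin-GFP; plate controls were DMSO negative control for no effect and LPI positive control for full effect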
Dynein cargo inh cytoplasmic EGFP: further read-out of Dynein cargo inh, marked with its call; z-score; measured here: cytoplasmic GR-EGFP intensity; stronger effect = higher value
Dynein cargo inh nuclear GR-EGFP: second read-out of Dynein cargo inh, no call of its own (marks repeat the call); z-score; measured here: nuclear GR-EGFP intensity;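 lower value marks the stronger effect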
Dynein cargo inh cell count: further read-out of Dynein cargo inh, marked with its call; z-score; measured here: cell count per field
The depositor's hits bear a star; ? = inconclusive; · = not tested or not shown; [ ] = another dose, or the depositor's remark. Rule as the data show it, unless noted: active = inhibition above about 50%; inactive = the rest. These rows are one share of the data (hit frequency here may not be typical).

molecule	M1AAP inhibition	NOD2 inhibition	KOR beta-arrestin-1	Dynein cargo inh	Dynein cargo inh cytoplasmic EGFP	Dynein cargo inh nuclear GR-EGFP	Dynein cargo inh cell count	P. falciparum M17LAP	AID2073	NOD1 inhibition	KOR beta-arrestin-2	GPR55 activation
O=C(CSc1ccc(-c2ccccn2)nn1)Nc1nccs1	7%	-58%	-1.4%	-1.2	-0.32	-0.21	1.1	3%	10%	-19%	-12%	0.1%
CC(=O)c1cccc(NC(=O)CCS(=O)(=O)c2cccc3nsnc23)c1	0%	20%	8.1%	-0.33	-0.54	-0.21	0.78	-5%	-2%	4%	-14%	0.3%
O=C(Cn1c(=O)oc2ccccc21)Nc1ccc(Br)cc1	·	-21%	2.2%	·	·	·	·	·	-3%	-11%	-1%	0.0%
CCC(=O)Nc1cccc(-c2ccc(N3CCC(C)CC3)nn2)c1	·	-115%	-1.7%	·	·	·	·	·	6%	-29%	-30%	-0.1%
NS(=O)(=O)c1ccc(NS(=O)(=O)c2ccc(NC(=O)c3ccc(-c4ccccc4)cc3)cc2)cc1	5%	0%	-0.4%	-0.47	-0.11	-0.33	-0.69	4%	12µM*	-18%	-32%	0.3%
COC(=O)C1=C(C(=O)OC)[C@@H]2N(C)c3ccc(OC)cc3[C@@]23C[C@@H](C(=O)OC)N(C(=O)C2CCC2)C3=N1	10%	-6%	2.9%	2	-0.38	1.7	-1.9	-15%	7%	-10%	-1%	0.4%
COc1ccccc1Nc1ncnc2ccccc12	4%	-28%	-10%	-0.29	-0.24	0.01	0.33	4%	-5%	10%	9%	-0.2%
O=C(COC(=O)CC12CC3CC(CC(C3)C1)C2)Nc1ncc(Cl)cc1Cl	4%	8%	-8.9%	-0.76	0.25	-0.2	0.6	5%	-4%	-9%	-2%	-0.1%
CCOCCCNC(=S)N1CCN(CC)CC1	-2%	-3%	·	0.31	-0.31	0.35	0.11	-3%	-4%	-22%	15%[20 µM]	0.2%
COc1ccc(-c2csc(NC(=O)CN3C(=O)CCC3=O)n2)c(OC)c1	0%	-6%	-6.3%	-1	-0.2	-0.36	-0.11	-1%	6%	4%	-6%	-0.2%
CCN1CCN(c2ccc(S(=O)(=O)N3CCOCC3)cc2NC(=O)CCOc2ccccc2)CC1	·	-12%	-3.0%	·	·	·	·	·	1%	-34%	26%	-0.1%
Cc1cc(-c2ccccc2)nc(-c2ccccc2)c1C	-2%	8%	·	0.021	-0.29	0.11	0.55	0%	3%	-16%	6%[20 µM]	0.3%
Cc1cnc2cc([N+](=O)[O-])ccc2n1	10%	4%	-1.1%	-0.022	-0.034	-0.058	-0.23	8%	2%	-35%	16%	-0.2%
O=C(c1ccccc1)c1ccc2nc(Nc3ccccc3)c3nncn3c2c1	5%	5%	1.1%	-0.39	-0.21	0.16	0.86	8%	10%	-4%	22%	0.2%
COc1ccccc1CCN1CCCC(CN(C)C(=O)CCC(N)=O)C1 (centres undefined)	·	10%	11%	·	·	·	·	·	?	33%	-36%[20 µM]	0.3%
O=C(COc1ccc([N+](=O)[O-])cc1)Nc1ccc(S(=O)(=O)N2CCOCC2)cc1	·	3%	-5.4%	·	·	·	·	·	6%	-26%	22%	-0.2%
Cc1ccc(NC(=O)N2CCCC(C(=O)O)C2)cc1 (centres undefined)	2%	9%	-0.8%	-1.2	-0.75	-0.49	-0.024	8%	5%	2%	14%	-0.1%
CN1CCN(CCCNC(=O)c2ccc(Cn3c(=S)[nH]c4ccc(Br)cc4c3=O)cc2)CC1	13%	28%	4.4%	0.68	-0.033	0.29	-1.2	2%	-24%	-53%	-34%	-0.2%
O=C1c2ccccc2C(=O)N1CCc1c[nH]c2ccc(O)cc12	7%	9%	-2.2%	-0.63	-0.29	-0.28	0.75	11%	4%	-26%	-21%	-0.1%
CC(=O)c1ccc(NC(=O)Nc2ccc(S(=O)(=O)N3CCCC3)cc2)cc1	·	6%	5.2%	·	·	·	·	·	7%	-18%	-16%	-0.1%
Cc1nc(NC(C)C(=O)O)c2nc(C)oc2n1 (centres undefined)	-6%	6%	7.9%	0.63	-0.29	0.4	-0.63	5%	3%	9%	-20%	-0.1%
CCOC(=O)C1=C(O)C(=O)N(c2ccc(S(N)(=O)=O)cc2)C1c1ccc(Br)cc1 (centres undefined)	1%	-6%	6.8%	-1.2	0.17	-0.6	1.6	-2%	-8%	11%	26%	-0.1%
Cc1ccc(CC(=O)Nc2cc(C)ccn2)cc1	·	-6%	-3.9%	·	·	·	·	·	1%	8%	-4%	0.4%
CC(=O)NC(CC(=O)NC(C)c1ccc(Cl)cc1Cl)c1ccccc1 (centres undefined)	8%	1%	-1.1%	-0.2	-0.028	-0.082	0.44	4%	5%	-27%	28%	-0.2%
Cc1ccc(C)c(C(C)NC(=O)C2CCCO2)c1 (centres undefined)	·	11%	-0.4%	·	·	·	·	·	19%	-25%	60%	-0.2%

Reformatted with values under each structure: part of the list above.
Second line of a record – M1AAP inhibition, NOD2 inhibition, KOR beta-arrestin-1, Dynein cargo inh, Dynein cargo inh cytoplasmic EGFP, Dynein cargo inh nuclear GR-EGFP, Dynein cargo inh cell count, P. falciparum M17LAP, AID2073, NOD1 inhibition, KOR beta-arrestin-2, GPR55 activation
O=C1c2ccccc2C(=O)N1CCc1c[nH]c2ccc(O)cc12
 : 7%, 9%, -2.2%, -0.63, -0.29, -0.28, 0.75, 11%, 4%, -26%, -21%, -0.1%
CC(=O)c1ccc(NC(=O)Nc2ccc(S(=O)(=O)N3CCCC3)cc2)cc1
 : ·, 6%, 5.2%, ·, ·, ·, ·, ·, 7%, -18%, -16%, -0.1%

The list goes on:
molecule	M1AAP inhibition	NOD2 inhibition	KOR beta-arrestin-1	Dynein cargo inh	Dynein cargo inh cytoplasmic EGFP	Dynein cargo inh nuclear GR-EGFP	Dynein cargo inh cell count	P. falciparum M17LAP	AID2073	NOD1 inhibition	KOR beta-arrestin-2	GPR55 activation
CCOc1ccc(-c2cc(CCCC(=O)NCCCOC)no2)cc1	5%	-22%	5.1%	0.13	-0.29	-0.035	0.29	-9%	3%	-47%	-28%	-0.1%
Cc1ccc(-c2cc(C(=O)NCc3ccccn3)c3ccccc3n2)cc1	0%	-13%	0.9%	-0.017	-0.18	-0.3	-0.74	-10%	6%	-21%	-49%	-0.3%
Cn1nnc2cc(C(=O)Nc3ccccc3F)ccc21	·	-14%	-4.1%	·	·	·	·	·	-4%	-7%	7%	0.0%
N#Cc1ccccc1Cn1cc(/C=C/[N+](=O)[O-])c2ccccc21	1%	-7%	2.5%	-4.7*	1.2*	-2.2*	-0.019*	-13%	1%	5%	42%	3.1µM*
Cc1cc(=O)oc2cc(OCC(=O)OCC(=O)NC3CC3)ccc12	-2%	1%	-0.7%	-0.46	-0.37	0.065	1.3	1%	-7%	-6%	-27%	0.0%
O=C(CN1C(=O)CCC1=O)Nc1nc(-c2cccs2)cs1	3%	3%	-2.5%	-0.58	-0.2	-0.1	0.59	10%	-11%	4%	10%	-0.3%
CSc1ccccc1OCc1cc(C(=O)NCCn2ccnc2C)no1	·	7%	-3.9%	·	·	·	·	·	8%	-7%	3%	-0.1%
Cc1ccc(/C=C/C(=O)Nc2ccccc2C(N)=O)cc1	3%	-85%	-1.6%	2.2	-0.098	1.5	-2.1	12%	-2%	-74%	·	-0.4%
CCCOc1ccccc1/C=N/NC(=O)C1CC1	·	-1%	2.3%	·	·	·	·	·	32%	-32%	5%	-0.1%
Cn1c(=O)c2c(ncn2CC(=O)N(Cc2ccccc2)c2ccccn2)n(C)c1=O	-3%	14%	·	-0.38	-0.23	-0.24	1.5	0%	3%	-11%	·	0.0%
CN(c1ccc(C(=O)NCc2ccccn2)cc1)S(C)(=O)=O	-7%	-3%	2.2%	0.26	-0.24	-0.76	-0.14	-10%	-4%	16%	-29%	0.2%
COc1ccc(CN2CCNC(=O)C2CC(=O)NC2CCCCCC2)cc1C (centres undefined)	·	-1%	0.5%	·	·	·	·	·	3%	-14%	-32%	0.2%
O=C1CCN(C(=O)CSc2ccc(Cl)cc2)N1	8%	4%	-0.6%	-0.68	-0.21	-0.37	0.58	12%	-1%	-37%	5%	0.2%
Cc1ccc(CSc2nsc(C)c2C#N)cc1	·	-4%	-1.9%	·	·	·	·	·	-18%	-6%	14%	0.0%
O=C(NCCN1CCN(C(=O)NC2CCCCC2)CC1)NC1CCCCC1	3%	7%	-1.3%	0.6	-0.16	0.61	0.14	-3%	11%	0%	-1%	-0.1%
COCCNC(=O)c1cccc(NS(=O)(=O)c2cccc3cccnc23)c1	0%	10%	1.5%	-0.54	-0.31	-0.64	0.52	0%	8%	-3%	11%	0.2%
COc1cccc(N2CCN(CC(=O)NC(=O)NCc3ccco3)CC2)c1	8%	9%	-3.0%	-0.57	-0.14	-0.42	0.83	-1%	79%	-26%	0%	0.6%
O=c1[nH]c2ccccc2n2cnnc12	1%	14%	-4.3%	2	-0.34	0.43	-0.64	0%	4%	-17%	4%	0.2%
CSC1=N/C(=C\c2ccc(F)cc2)C(=O)S1	7%	4%	3.3%	-0.5	-0.23	-0.99	0.64	17%	-12%	-17%	-17%	-0.2%
COc1cccc(C(=O)Nc2ccc3ccccc3c2)c1	·	-152%	0.5%	·	·	·	·	·	5%	-36%	3%[20 µM]	-0.2%

Assay outcomes as filed in PubChem.
